CIT2-GFP yeast – modulators of CIT2-GFP expression in yeast, primary screen, S. cerevisiae, GFP fusion, multiplex flow cytometry, MLPCN library; S. cerevisiae CIT2-GFP strain, 3 h; 100 means same as DMSO wells; AID 2029, 2009; GFP response vs DMSO, % at 10 µM; 320,000 tested, 0.065% active;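 active = GFP response relative to DMSO above a set limit, near the screen mean plus 3 SD, cut at about 150% in these data; inconclusive = Fewer than 70 cells measured for a yeast strain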;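 note: ratio of well median GFP fluorescence to mean of DMSO wells on the plate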
CR mimetic SO – reduction of superoxide in aged yeast, primary screen, HTS; superoxide response (% of plate mean), % at 10 µM; S. cerevisiae aged cells, superoxide DHE fluorescence; active compounds read low; AID 2690, 2010; 330,000 tested, 0.18% active;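 active = superoxide response under a set limit, about three screen SD below normal, cut at about 65% in these data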;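 note: yeast aged for seven days with compound at 30 °C before DHE staining; 100% = average MFI of all compound-treated wells on the plate with controls excluded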
MEP2 TOR yeast – modulators of MEP2-GFP levels in yeast, primary screen, S. cerevisiae, multiplex flow cytometry, MLPCN library | AID 2016, 2009 | S. cerevisiae MEP2-GFP strain, 3 h; 100% = DMSO control level | 330,000 tested, 0.51% active | GFP response vs DMSO, % at 10 µM;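 active = GFP response versus DMSO above a set limit, roughly screen mean plus 3 SD, cut at about 180% in these data; inconclusive = fewer than 70 cells counted for a yeast strain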;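 note: median GFP fluorescence of the barcode-gated MEP2-GFP cells per well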
LAP4-GFP MLPCN – modulators of LAP4-GFP expression in yeast, primary screen, S. cerevisiae, multiplex flow cytometry, MLPCN library; 3 h; median GFP as percent of DMSO wells; GFP response vs DMSO, % at 10 µM; 320,000 tested, 0.34% active; AID 2023, 2009;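 active = GFP response vs DMSO above a set limit, about the screen mean plus 3 SD, cut at about 150% in these data; inconclusive = under 70 cell events counted for the yeast strain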
AGP1 TOR yeast – modulators of AGP1-GFP expression in yeast TOR pathway, primary screen, cell-based, multiplex flow cytometry, S. cerevisiae, MLPCN library. 3 h; GFP as percent of DMSO wells. GFP response vs DMSO, % at 10 µM. 320,000 tested, 0.02% active. AID 2066, 2009;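 active = GFP response relative to DMSO above a set limit, near screen average plus 3 SD, cut at about 150% in these data; inconclusive = fewer than 70 cells counted for the yeast strain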;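 note: median GFP channel fluorescence of the gated AGP1 strain per well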
VLA-4 inh – inhibition in human VLA-4 binding assay, primary screen, VLA-4 allosteric modulator project, MLPCN library, flow cytometry, VLA-4 expressing cells; 330,000 tested, 0.2% active; Integrin alpha-4 (Homo sapiens), P13612; inhibition, % (about 7 µM as worked out from the volumes in the protocol); ligand binding flow cytometry; in the data active = inhibition above about 50%
RPL19A-GFP yeast – RPL19A-GFP expression modulators in yeast, primary screen, cell-based, S. cerevisiae, multiplex flow cytometry, MLPCN. percent response vs DMSO, % at 10 µM. 330,000 tested, 0.3% active. S. cerevisiae RPL19A-GFP strain, 3 h; active compounds read low;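 active = percent response vs DMSO below 50%; inconclusive = fewer than 70 events counted for the yeast strain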;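 note: median channel GFP fluorescence of the barcoded RPL19A-GFP strain; ratio of sample median GFP to plate DMSO average so 100% = DMSO; lower means less RPL19A-GFP as with rapamycin TOR inhibition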
GRK2 aptamer HTS – compounds blocking aptamer binding on GRK2 – biochemical, human GRK2, bead flow cytometry, HTS, primary screen | Beta-adrenergic receptor kinase 1 (Homo sapiens), P25098 | FAM-aptamer displacement from GRK2 | inhibition of aptamer binding, % at 10 µM | 330,000 tested, 0.59% active;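 active = inhibition of aptamer binding above 40%, roughly 3 SD of noise, on plates passing a quality check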;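 note: median bead fluorescence of bound FAM aptamer so fluorescent compounds give negative values; no value below 0 was filed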
Target sequence (P25098 whole entry, looked up): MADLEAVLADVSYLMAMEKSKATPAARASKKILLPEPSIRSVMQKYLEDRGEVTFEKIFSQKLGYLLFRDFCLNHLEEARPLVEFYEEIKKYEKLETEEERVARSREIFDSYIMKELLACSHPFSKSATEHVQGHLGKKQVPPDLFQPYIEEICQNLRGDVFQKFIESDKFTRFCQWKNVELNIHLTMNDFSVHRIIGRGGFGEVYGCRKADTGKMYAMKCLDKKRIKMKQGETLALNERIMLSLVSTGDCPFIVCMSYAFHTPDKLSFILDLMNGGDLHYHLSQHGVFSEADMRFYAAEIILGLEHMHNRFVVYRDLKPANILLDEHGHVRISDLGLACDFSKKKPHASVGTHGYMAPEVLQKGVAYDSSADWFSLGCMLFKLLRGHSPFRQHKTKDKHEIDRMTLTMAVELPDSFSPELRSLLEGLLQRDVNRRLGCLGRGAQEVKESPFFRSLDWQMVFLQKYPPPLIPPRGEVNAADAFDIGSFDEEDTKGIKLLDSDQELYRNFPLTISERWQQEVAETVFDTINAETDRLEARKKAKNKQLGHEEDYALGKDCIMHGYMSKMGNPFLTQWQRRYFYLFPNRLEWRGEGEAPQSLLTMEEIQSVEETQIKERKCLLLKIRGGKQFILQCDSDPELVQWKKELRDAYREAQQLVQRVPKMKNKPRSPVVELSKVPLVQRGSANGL
Active calls of the source: *; ? = inconclusive; nt = not tested or not shown; [ ] = remark or other dose.

SMILES	CIT2-GFP yeast	CR mimetic SO	MEP2 TOR yeast	LAP4-GFP MLPCN	AGP1 TOR yeast	VLA-4 inh	RPL19A-GFP yeast	GRK2 aptamer HTS
COc1cc2ccccc2cc1C(=O)N1CCN(C(C)=O)CC1	98	106	96	93	97	12	101	4
O=C(Nc1ccc(Cl)cc1C(=O)NCc1cccnc1)c1ccc(Cl)cc1Cl	109	103	107	99	102	7	110	0
O=P(c1ccccc1)(c1ccccc1)c1cc(Br)cc(Br)c1OCCO	97	107	105	90	96	3	106	1
Cc1ccc(S(=O)(=O)NC(=O)Nc2c(C)cccc2C)cc1	87	92	101	82	97	15	97	1
COc1ccc(CCNC(=S)NC(=O)c2ccccc2)cc1OC	93	82	100	104	95	-2	97	0
COc1ccc(Cl)cc1NC(=O)C(=O)N/N=C/c1cc(C)n(-c2ccc(C)cc2)c1C	101	104	98	91	100	10	97	0
COc1ccccc1-c1c(C)nn2c(N3CCC4(CC3)OCCO4)cc(C)nc12	94	98	100	100	95	25	96	0
COC(=O)Cc1ccc(NC(C)=O)cc1	94	98	96	98	95	17	99	1
CCOC(=O)N1CCC(N(CCN(C)C)C(=S)Nc2cccc(SC)c2)CC1	103	113	95	102	101	9	98	2
CCCc1cc(=O)[nH]c(Nc2ccc3c(c2)OCCO3)n1	102	100	98	97	102	11	95	1
Nc1ncn([C@H]2C[C@H](O)[C@@H](CO)O2)c(=O)n1	87	105	102	113	94	4	101	0
COc1ccc(CCNC(=O)C2CCN(S(=O)(=O)N3CCC(C)CC3)CC2)cc1OC	104	125	106	99	107	13	102	2
O=C1CCCN1C(=O)COc1cc(F)ccc1[N+](=O)[O-]	97	102	97	98	96	-13	97	4
O=C(Oc1cccc([N+](=O)[O-])c1)c1cc(-c2ccccc2)nc2ccccc12	98	94	103	104	105	nt	100	0
CCOc1ccc(N2CC(=O)N/C2=N\c2nc(C)cc(C)n2)cc1	127	82	145	123	nt	12	116	0
CC(=O)Nc1ccc(OCC(O)Cn2ccnc2)cc1 (stereo not drawn)	98	90	106	90	94	10	105	0
COc1cc(-c2n[nH]c(=S)n2-c2cccc(C(F)(F)F)c2)cc(OC)c1OC	80	110	162	117	102	4	106	0
CCCCC(CC)C(=O)NCc1ccccc1OC (stereo not drawn)	98	100	103	98	100	1	101	0
CCC(C)[C@H](NC(=O)NCc1ccc(OC)c(OC)c1)C(=O)O (stereo partly drawn)	111	91	100	104	106	1	100	1
COc1cc(/C=N/NC(=O)Cc2ccccc2)cc([N+](=O)[O-])c1O	114	106	102	86	100	2	108	4
N#Cc1ccc(-c2ccc(F)cc2)nc1Oc1ccccc1	101	100	96	103	104	-1	100	4
COc1cccc2[nH]c(C(=O)NCCc3ccccc3)cc12	97	89	106	95	98	0	106	12
CC1CCCC/C1=N/Nc1ccc([N+](=O)[O-])cc1[N+](=O)[O-] (stereo not drawn)	93	111	96	93	90	2	93	0
Nc1nc(-c2ccc([N+](=O)[O-])cc2)cs1	110	108	97	91	96	-16	104	1
Cn1nnc(NC(=O)c2cccc([N+](=O)[O-])c2)n1	?	96	150[may fluoresce violet]	93[may fluoresce violet]	15[may fluoresce violet]	-8	97[may fluoresce violet]	0
Carrying on:
SMILES	CIT2-GFP yeast	CR mimetic SO	MEP2 TOR yeast	LAP4-GFP MLPCN	AGP1 TOR yeast	VLA-4 inh	RPL19A-GFP yeast	GRK2 aptamer HTS
CC1CN(C(=O)c2cccs2)CCN1C(=O)c1cccs1 (stereo not drawn)	91	99	98	104	100	13	95	0
Cc1cc(C(=O)Nc2ccc(Br)cc2)cs1	98	104	104	106	103	-5	107	4
Cc1ccc(NC(=O)Cc2ccc3c(c2)CCCC3)cc1C	99	109	101	102	100	-4	98	0
CC(C)CC1NC(=O)N(CC(=O)N(C)C2CCCCC2)C1=O (stereo not drawn)	108	89	101	105	107	1	111	3
CCN1CCN(C(=O)c2ccc3c(c2)N(Cc2ccccc2)C(=O)c2ccccc2S3(=O)=O)CC1	95	97	96	96	92	4	93	0
C=CCn1c(=O)c2c(nc3n2CCCN3CCc2ccc(OC)c(OC)c2)n(C)c1=O	108	96	116	100	111	5	115	0
CCn1cc(C(=O)NCCN(CC(C)C)CC(C)C)c(=O)c2cc(S(=O)(=O)N3CCOCC3)ccc21	95	77	109	101	100	18	102	0
CC1CCCCN1C(=O)c1ccc(COc2ccc([N+](=O)[O-])cc2)o1 (stereo not drawn)	97	102	97	90	95	6	101	0
CN1C(=O)C2C(c3ccc(N(C)C)cc3)=NN(Cc3ccccc3)C2C1=O (stereo not drawn)	93	107	109	101	110	15	104	1
O=c1oc2ccc([N+](=O)[O-])cc2c(N2CCOCC2)c1[N+](=O)[O-]	100	101	110	110	104	-2	103	3
CCn1c(-c2ccoc2C)n[nH]c1=S	104	70	102	104	nt	3	100	0
Cc1cc(C(=O)CSc2nc3ccccc3[nH]2)c(C)n1Cc1ccco1	95	101	104	95	98	0	98	0
C/C(=N\NC(=S)NCc1ccccc1)c1ccc2ccccc2c1	104	105	110	96	103	9	100	98*
O=C(c1ccc(OC2CCN(CCCc3ccccc3)CC2)cc1)N1CCCC1	104	86	95	86	98	12	96	0
C[C@@H]1COC(=O)[C@H](Cc2ccc(F)cc2)CC/C=C/C[C@@H](CC(=O)N[C@H](CO)Cc2ccccc2)C(=O)N1	89	112	98	109	100	1	96	5
NNc1nnnc2c1sc1nc(N3CCOCC3)c3c(c12)CCCC3	100	92	94	112	104	0	98	1
O=S(=O)(CC(c1ccccc1)N1CCCCC1)c1ccc(Cl)cc1 (stereo not drawn)	114	104	103	115	112	7	105	0
Cc1ccccc1NC(=O)COC(=O)[C@@H]1CCCN1C(=O)c1cccs1	95	123	96	97	95	12	94	1
CC(Nc1ccc2c(c1)OCCO2)C(=O)N1c2ccccc2CC1C (stereo not drawn)	111	80	99	103	112	9	97	0
COc1ccc(NC(C)=O)cc1S(=O)(=O)Nc1cccc(S(=O)(=O)NC2=NCCC2)c1	94	91	99	105	105	-6	102	6
Cc1ccc(C)n1-n1c(C)nc2scc(-c3ccccc3)c2c1=O	111	99	108	97	104	4	102	3
c1ccc2oc(SCc3cn4ccccc4n3)nc2c1	94	105	112	127	104	14	99	1
COc1ccccc1OCc1nnc(SCC(=O)c2cc(Cl)ccc2OC)o1	87	127	100	103	96	28	96	0
COc1ccc(N2CCCC2)c(NC(=O)COc2ccccc2)c1	99	102	103	95	102	17	104	1
CCN(CC)C(=O)c1ccc(COc2ccccc2Br)o1	88	94	97	100	nt	-3	95	3
(list continues)
SMILES	CIT2-GFP yeast	CR mimetic SO	MEP2 TOR yeast	LAP4-GFP MLPCN	AGP1 TOR yeast	VLA-4 inh	RPL19A-GFP yeast	GRK2 aptamer HTS
Cc1ccc(Cn2nnc3c(=O)[nH]c(C4CCN(S(=O)(=O)c5cc(C)ccc5C)CC4)nc32)cc1	100	92	101	98	98	1	98	2
Cc1ccc(NC(=O)Cc2cn3ccsc3n2)nc1	90	100	92	95	nt	5	89	0
CC1C(c2ccccc2)=NNc2nc3c(c(=O)n(C)c(=O)n3C)n21 (stereo not drawn)	96	102	98	108	105	10	99	0
O=C(O)c1ccc(CSc2nnc(-c3ccncc3)n2-c2ccc(Cl)cc2)cc1	103	94	87	79	86	-17	86	1
Cc1cccc(-n2c(O)cnc2Nc2nc(C)cc(C)n2)c1	95	102	109	98	96	9	107	0
S=C(NCc1ccco1)N/N=C/c1ccncc1	103	89	99	104	107	1	97	nt
CCCc1cc(C(=O)NCc2ccc(OC)cc2)no1	101	87	108	122	106	-22	103	3
Cc1cc(C)nc(SCC(=O)Nn2cnnc2)n1	88	106	100	96	100	-3	98	0
Cc1ccc(C(=O)NC(=S)NCC(=O)c2ccccc2)cc1	94	102	104	104	100	1	98	0
Nn1c(SCC(=O)Nc2ccc(Oc3ccccc3)cc2)nnc1C1CC1	104	84	102	97	102	-2	nt	3
Cc1ccccc1CN1CCN(S(C)(=O)=O)CC1	107	95	106	102	108	-3	104	0
O=C(CCN1CCN(c2ccc(Cl)cc2)CC1)Nc1nccs1	93	95	98	101	95	2	99	0
Cn1c(CNC(=O)c2ccco2)nnc1SCC(=O)Nc1ccc(Br)cc1F	107	90	115	108	106	-11	102	2
O=c1c2ccccc2nnn1CSc1ccc2c(c1)OCCO2	100	101	100	118	99	-16	100	0
CCOc1ccccc1CNn1cnnc1	102	103	105	112	100	-4	97	0
Cc1cccc(NCc2ccccc2O)c1C	85	101	94	89	89	7	92	0
O=C(NCc1ccc(N2CCCC2=O)cc1)Nc1cccc2ccccc12	102	105	100	100	104	16	102	0
c1ccc(C2=Nn3c(nnc3-c3n[nH]c4c3CCC4)SC2)cc1	94	97	108	111	105	2	105	0

Reformatted: 14 of the compounds above
structure,CIT2-GFP yeast,CR mimetic SO,MEP2 TOR yeast,LAP4-GFP MLPCN,AGP1 TOR yeast,VLA-4 inh,RPL19A-GFP yeast,GRK2 aptamer HTS
COc1cc2ccccc2cc1C(=O)N1CCN(C(C)=O)CC1,98,106,96,93,97,12,101,4
O=C(Nc1ccc(Cl)cc1C(=O)NCc1cccnc1)c1ccc(Cl)cc1Cl,109,103,107,99,102,7,110,0
O=P(c1ccccc1)(c1ccccc1)c1cc(Br)cc(Br)c1OCCO,97,107,105,90,96,3,106,1
Cc1ccc(S(=O)(=O)NC(=O)Nc2c(C)cccc2C)cc1,87,92,101,82,97,15,97,1
COc1ccc(CCNC(=S)NC(=O)c2ccccc2)cc1OC,93,82,100,104,95,-2,97,0
COc1ccc(Cl)cc1NC(=O)C(=O)N/N=C/c1cc(C)n(-c2ccc(C)cc2)c1C,101,104,98,91,100,10,97,0
COc1ccccc1-c1c(C)nn2c(N3CCC4(CC3)OCCO4)cc(C)nc12,94,98,100,100,95,25,96,0
COC(=O)Cc1ccc(NC(C)=O)cc1,94,98,96,98,95,17,99,1
CCOC(=O)N1CCC(N(CCN(C)C)C(=S)Nc2cccc(SC)c2)CC1,103,113,95,102,101,9,98,2
CCCc1cc(=O)[nH]c(Nc2ccc3c(c2)OCCO3)n1,102,100,98,97,102,11,95,1
Nc1ncn([C@H]2C[C@H](O)[C@@H](CO)O2)c(=O)n1,87,105,102,113,94,4,101,0
COc1ccc(CCNC(=O)C2CCN(S(=O)(=O)N3CCC(C)CC3)CC2)cc1OC,104,125,106,99,107,13,102,2
O=C1CCCN1C(=O)COc1cc(F)ccc1[N+](=O)[O-],97,102,97,98,96,-13,97,4
O=C(Oc1cccc([N+](=O)[O-])c1)c1cc(-c2ccccc2)nc2ccccc12,98,94,103,104,105,nt,100,0
